STK33 kin inh: blocks human STK33 kinase activity | inhibition, % at 12.5 µM | 0.44% of 27,000 active | ADP-Glo luminescence, MBP substrate; in the data active means inhibition above about 20%; inconclusive means no clear call, values can overlap the other calls
Target sequence (Q9BYT3 whole entry, looked up): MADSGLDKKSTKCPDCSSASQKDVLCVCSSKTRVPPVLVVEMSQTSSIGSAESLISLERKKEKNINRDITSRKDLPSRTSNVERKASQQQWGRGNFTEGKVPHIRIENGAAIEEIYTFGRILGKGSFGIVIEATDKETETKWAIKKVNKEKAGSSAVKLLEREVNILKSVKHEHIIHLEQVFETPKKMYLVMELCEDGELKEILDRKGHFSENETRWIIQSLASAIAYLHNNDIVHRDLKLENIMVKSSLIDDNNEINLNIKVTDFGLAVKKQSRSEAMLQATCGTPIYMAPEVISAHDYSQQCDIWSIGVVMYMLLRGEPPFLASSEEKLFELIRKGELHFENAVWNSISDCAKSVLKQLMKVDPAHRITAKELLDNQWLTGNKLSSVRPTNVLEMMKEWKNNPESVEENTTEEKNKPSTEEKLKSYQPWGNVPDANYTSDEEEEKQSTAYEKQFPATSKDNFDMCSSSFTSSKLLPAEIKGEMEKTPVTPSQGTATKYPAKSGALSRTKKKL
p53 PUMA act: re-activators of the mutant p53 pathway | SW480 PUMA-promoter luciferase, p53 mutant reactivation | activation, % at 9.98 µM | 1.5% of 28,000 active; in the data active means activation above about 52%; inconclusive means no clear call, values can overlap the other calls
Active calls of the source: *; ? = inconclusive; nt = not tested or not shown.

Order of values – STK33 kin inh, p53 PUMA act
> C[C@@H]1CN([C@@H](C)CO)C(=O)Cc2cc(NC(=O)Cc3cn(C)c4ccccc34)ccc2O[C@@H]1CN(C)Cc1ccncc1
→ 0, -11
> C[C@H]1CN([C@@H](C)CO)C(=O)c2cc(NC(=O)C3CC3)ccc2O[C@@H]1CN(C)Cc1ccc(-c2ccccc2)cc1
→ 0, nt
> C[C@H]1CN([C@@H](C)CO)C(=O)Cc2cc(NS(=O)(=O)c3cccs3)ccc2O[C@H]1CN(C)Cc1ccc(C(F)(F)F)cc1
→ 1, nt
> C[C@@H]1CCCCO[C@@H](CN(C)C)[C@H](C)CN([C@H](C)CO)C(=O)c2cc(NC(=O)Nc3cccc4ccccc34)ccc2O1
→ nt, 3
> C[C@@H]1CN([C@H](C)CO)C(=O)c2cccc(NS(=O)(=O)c3ccc(Cl)cc3)c2O[C@@H]1CN(C)C(=O)Nc1ccc(C(F)(F)F)cc1
→ nt, -4
> C[C@H]1CN([C@@H](C)CO)C(=O)Cc2cc(NC(=O)Cn3cnnn3)ccc2O[C@H]1CN(C)Cc1ccc(-c2ccccc2)cc1
→ -2, nt
> COc1ccc(-c2ccc(CCC(=O)O)n2-c2cc(Cl)ccc2O)cc1
→ 15, 17
> [N-]=[N+]=NCc1ccccc1C[C@]1(C(=O)N2CCCCC2)COC(c2ccc(OCCCO)cc2)=N1
→ 0, nt
> C[C@@H]1CN([C@H](C)CO)C(=O)c2cccc(NS(=O)(=O)c3ccc(Cl)cc3)c2O[C@@H]1CN(C)Cc1ccc(C(=O)O)cc1
→ nt, 3
> COc1ccc([Si](C)(C)[C@@H]2[C@@H](CCn3cc(CCO)nn3)O[C@]3(C(=O)N(c4ccccc4)c4ccccc43)[C@H]2C)cc1
→ ?, nt
> COc1ccc(-c2noc(CC(=O)O)c2-c2ccc(OC)cc2)cc1
→ -4, -13
> CC(=O)Nc1ccc(NC(=O)C(NC(=O)c2ccco2)C(C)C)cc1 (stereo not drawn)
→ 2, -6
> Cc1noc(C)c1S(=O)(=O)N(C)C[C@@H]1OCCCC[C@@H](C)Oc2ccc(NC(=O)NC(C)C)cc2C(=O)N([C@@H](C)CO)C[C@H]1C
→ nt, 4
> Cc1ccccc1Nc1nc(N)nc(CN2CCN(c3ccccn3)CC2)n1
→ -1, 5
> Cc1ccccc1C(OCCN(C)C)c1ccccc1 (stereo not drawn)
→ nt, 7

As entered above.
`C[C@H]1CN([C@@H](C)CO)C(=O)Cc2cc(NC(=O)Cn3cnnn3)ccc2O[C@H]1CN(C)Cc1ccc(-c2ccccc2)cc1` in STK33 kin inh has -2
`C[C@@H]1CCCCO[C@@H](CN(C)C)[C@H](C)CN([C@H](C)CO)C(=O)c2cc(NC(=O)Nc3cccc4ccccc34)ccc2O1` in p53 PUMA act has 3

Next records:
Order of values – STK33 kin inh, p53 PUMA act
> C[C@H]1CN([C@@H](C)CO)C(=O)c2cccc(NC(=O)C3CCOCC3)c2O[C@@H]1CN(C)Cc1ccc(Cl)c(Cl)c1
→ nt, -2
> CS(=O)(=O)N(CC(=O)Nc1ccc(F)cc1F)c1ccc(Br)cc1
→ 1, -8
> Cc1ccc(S(=O)(=O)N(CC(=O)O)c2ccccc2C)cc1
→ 0, -1
> CSc1ccccc1NC(=O)CN(C)S(=O)(=O)c1ccc(C)cc1
→ -1, 2
> C#CCN(C)CCCOc1ccc(Cl)cc1Cl
→ -1, 48
> Cc1noc(C)c1S(=O)(=O)N(C)C[C@H]1Oc2ccc(NC(=O)Nc3ccc(F)cc3)cc2CC(=O)N([C@@H](C)CO)C[C@H]1C
→ -6, -4
> C/C=C/c1ccc2c(c1)O[C@@H](CN(C)S(=O)(=O)c1ccc(C)cc1)[C@@H](C)CN([C@@H](C)CO)S2(=O)=O
→ nt, -4
> Cc1sc2ncn(CC(=O)NCc3ccco3)c(=O)c2c1-c1ccccc1
→ 2, 14
> C[C@@H]1CN([C@@H](C)CO)C(=O)c2cc(C#CC3(O)CCCC3)cnc2O[C@@H]1CN(C)S(=O)(=O)c1ccccc1
→ nt, 7
> C[C@@H]1CCCCO[C@H](CN(C)C(=O)CCCN(C)C)[C@H](C)CN([C@@H](C)CO)C(=O)c2cc(NS(=O)(=O)c3cccs3)ccc2O1
→ nt, 0
> C[C@@H]1CN([C@H](C)CO)C(=O)c2cccc(NC(=O)C3CCOCC3)c2O[C@@H]1CN(C)C(=O)Nc1ccc(F)cc1
→ nt, 6
> C[C@H](CO)N1C[C@H](C)[C@H](CN(C)S(=O)(=O)c2cn(C)cn2)Oc2ccc(NC(=O)CCC(F)(F)F)cc2C1=O
→ 2, nt
> C[C@@H]1CN([C@H](C)CO)C(=O)c2cc(-c3ccc(F)cc3)cnc2O[C@H]1CN(C)C(=O)C1CCC1
→ nt, 13
> COc1ccc(Br)cc1CN1CCN(Cc2c[nH]c3ccccc23)CC1
→ -6, -7
> Cc1ccc(S(=O)(=O)Nc2ccc3c(c2)C(=O)N([C@H](C)CO)C[C@H](C)[C@H](CN(C)Cc2ccc4c(c2)OCO4)OCCCC[C@@H](C)O3)cc1
→ -1, nt
> C[C@H](CO)N1C[C@H](C)[C@H](CN(C)Cc2ccc(Cl)c(Cl)c2)Oc2ccc(NC(=O)Nc3ccc(F)cc3)cc2CC1=O
→ -1, nt
> Cc1cc(C(F)F)n2nc(C(=O)Nc3ccc(S(=O)(=O)N4CCCC4)cc3)nc2n1
→ -2, 2
> C[C@H]1CN([C@@H](C)CO)C(=O)c2cc(NS(=O)(=O)c3ccc(F)cc3)ccc2O[C@@H]1CN(C)Cc1ccc(C(=O)O)cc1
→ -3, 0
> COc1ccc(S(=O)(=O)Nc2ccc3c(c2)CC(=O)N([C@H](C)CO)C[C@H](C)[C@H](CN(C)C)O3)cc1
→ -1, 5
> C[C@@H]1CN([C@@H](C)CO)C(=O)c2cc(N(C)C)ccc2O[C@@H]1CN(C)C(=O)NC1CCCCC1
→ nt, -2
> COc1ccc(CN(C)C[C@H]2Oc3c(NS(=O)(=O)c4ccc(OC)cc4)cccc3C(=O)N([C@H](C)CO)C[C@@H]2C)cc1
→ nt, -1
> C[C@H](CO)N1C[C@H](C)[C@@H](CN(C)CC2CCCC2)Oc2ncc(-c3ccc(C#N)cc3)cc2C1=O
→ nt, 18
> C[C@@H]1CCCCO[C@@H](CN(C)CC2CCCCC2)[C@@H](C)CN([C@H](C)CO)C(=O)c2cc(NS(=O)(=O)c3cccs3)ccc2O1
→ -1, nt
> C[C@H](CO)N1C[C@H](C)[C@H](CN(C)C(=O)Nc2cccc3ccccc23)Oc2ncc(C#Cc3cccc(F)c3)cc2C1=O
→ 6, nt
> CNC[C@H]1OCCCC[C@H](C)Oc2ccc(NS(=O)(=O)c3cccs3)cc2C(=O)N([C@@H](C)CO)C[C@@H]1C
→ nt, 11
> C[C@H]1CN([C@@H](C)CO)C(=O)CCCn2nncc2CO[C@H]1CN(C)CC1CCCC1
→ -1, 14
> O=C1N=C(c2cccc(O)c2)c2ccccc2Nc2ccccc21
→ 10, nt
> C[C@H]1CN([C@@H](C)CO)C(=O)c2cc(C#Cc3ccccc3F)cnc2O[C@H]1CN(C)C(=O)C1CCOCC1
→ nt, -3
> COC(=O)c1nnc(Nc2ccc(Oc3ccccc3)cc2)c2ccccc12
→ nt, -18
> Cc1cc(F)c(Nc2ncnc3cc(OCc4ccccc4)ccc23)cc1O
→ nt, 8
> CCCn1c(NCc2cccc(OC)c2O)nc2ccccc21
→ -6, 21
> COc1ccc(S(=O)(=O)N(C)C[C@@H]2Oc3ccc(NC(=O)Nc4ccc(C(F)(F)F)cc4)cc3C(=O)N([C@H](C)CO)C[C@H]2C)cc1
→ nt, -47
> COc1ccc(NC(=O)N(C)C[C@@H]2Oc3c(NS(=O)(=O)c4cccs4)cccc3C(=O)N([C@@H](C)CO)C[C@@H]2C)cc1
→ nt, -5
> COc1ccc(CN(C)C[C@H]2Oc3ccc(NS(=O)(=O)c4c(C)noc4C)cc3CC(=O)N([C@@H](C)CO)C[C@@H]2C)cc1
→ 6, nt
> CC(C)Nc1nc(SCC(N)=O)nc(N2CCOCC2)n1
→ -1, -2
> C[C@H](CO)N1C[C@H](C)[C@H](CN(C)S(=O)(=O)c2cn(C)cn2)Oc2ccc(NS(=O)(=O)c3ccc(Cl)cc3)cc2CC1=O
→ 2, nt
> COc1ccc(NC(=O)N(C)C[C@@H]2OCCCC[C@@H](C)Oc3ccc(NC(=O)CCC(F)(F)F)cc3C(=O)N([C@H](C)CO)C[C@@H]2C)cc1
→ -3, nt
> Cc1[nH]c2ccccc2c1C(=O)CSc1ncnc2sc(C)c(C)c12
→ -8, 5
> CCOC(=O)COc1ccc(-c2nc3c([nH]2)c(=O)n(C)c(=O)n3C)cc1OC
→ -1, -3
> O=C(CSc1nnc(NC(=O)c2ccc(Cl)c(Cl)c2)s1)Nc1ccc(F)c(F)c1F
→ nt, 25
> CNC[C@H]1Oc2ccc(NS(=O)(=O)c3ccc(C)cc3)cc2CC(=O)N([C@H](C)CO)C[C@H]1C
→ -2, nt
> CC1(C)Cc2c(c(N3CCOCC3)nc3sc4c(=O)[nH]nnc4c23)CO1
→ 5, -7
> Cc1noc(C)c1S(=O)(=O)Nc1ccc2c(c1)C(=O)N([C@H](C)CO)C[C@H](C)[C@@H](CN(C)Cc1ccc3c(c1)OCO3)OCCCC[C@@H](C)O2
→ 1, nt
> C[C@H]1CN([C@@H](C)CO)C(=O)c2cccc(NC(=O)c3ccncc3)c2O[C@H]1CN(C)S(=O)(=O)c1ccc(F)cc1
→ nt, 3
> CNC[C@H]1Oc2c(cccc2N(C)C)C(=O)N([C@H](C)CO)C[C@@H]1C
→ nt, 6
> CNC[C@@H]1Oc2ccc(NC(=O)Nc3ccc4c(c3)OCO4)cc2CC(=O)N([C@H](C)CO)C[C@@H]1C
→ -1, -8
> CC(C)OC(=O)N(C)C[C@H]1OCc2cn(nn2)CCCC(=O)N([C@@H](C)CO)C[C@@H]1C
→ -3, nt
> C[C@H](CO)N1C[C@H](C)[C@@H](CN(C)S(=O)(=O)c2ccc(Cl)cc2)Oc2c(NS(=O)(=O)c3cccs3)cccc2C1=O
→ nt, 3
> COc1ccc2c(c1)C(C)CC(C)(C)N2C(=O)CSc1nc2ccccc2[nH]1 (stereo not drawn)
→ 0, 2
> COc1ccc(NC(=O)CSc2nc3ccccc3c(=O)[nH]2)cc1Cl
→ 0, 13
> C[C@H](CO)N1C[C@H](C)[C@@H](CN(C)Cc2ccc(C(=O)O)cc2)Oc2c(NS(=O)(=O)c3ccc(Cl)cc3)cccc2C1=O
→ nt, -10
> CS(=O)(=O)N(CC(=O)Nc1ccccc1)c1ccc(F)c(Cl)c1
→ -4, -5
> O=C1CC(c2ccc(O)cc2)Oc2cc(O)cc(O[C@@H]3O[C@H](CO)[C@@H](O)[C@H](O)[C@H]3O)c21 (stereo partly drawn)
→ -8, -83
> COc1ccc(NC(=O)Nc2ccc3c(c2)C(=O)N([C@H](C)CO)C[C@H](C)[C@H](CN(C)C)OCCCC[C@@H](C)O3)cc1
→ 1, nt
> O=C(CSc1ncn(-c2ccccc2)n1)Nc1ccc(F)c(Cl)c1
→ -4, 8
> c1ccc(-c2nn3c(Cn4cnc5ccccc54)nnc3s2)nc1
→ 3, 12
> CC(C)NC(=O)Nc1ccc2c(c1)C(=O)N([C@H](C)CO)C[C@H](C)[C@H](CN(C)Cc1ccc(C(=O)O)cc1)OCCCC[C@@H](C)O2
→ 4, 10
> C[C@@H]1CN([C@@H](C)CO)C(=O)c2cc(NS(=O)(=O)c3cn(C)cn3)ccc2O[C@@H]1CN(C)C(=O)Nc1ccc(F)cc1
→ 0, -1
> C[C@@H]1CN([C@@H](C)CO)C(=O)Cc2cc(NC(=O)C3CC3)ccc2O[C@@H]1CN(C)CC1CC1
→ -2, nt
> O=C(CSc1ncnc2sc3c(c12)CCC3)N1CCOCC1
→ 0, 0

A run of entries taken from the entries so far, as a working copy:
Order of values – STK33 kin inh, p53 PUMA act
> C[C@H](CO)N1C[C@H](C)[C@@H](CN(C)Cc2ccc(C(=O)O)cc2)Oc2c(NS(=O)(=O)c3ccc(Cl)cc3)cccc2C1=O
→ nt, -10
> CS(=O)(=O)N(CC(=O)Nc1ccccc1)c1ccc(F)c(Cl)c1
→ -4, -5

More results.
Order of values – STK33 kin inh, p53 PUMA act
> CC(C)c1ccccc1NC(=O)CSc1nnnn1-c1ccccc1
→ 2, 1
> CCOc1ccc2ccccc2c1C(=O)NCc1ccco1
→ -2, -9
> Cc1noc(COc2ccc(OCc3nc(C)no3)cc2)n1
→ 3, 36
> COc1ccc(NC(=O)CSc2nc(C)cc(C)n2)cc1
→ -4, 4
> C[C@H](CO)N1C[C@H](C)[C@@H](CN(C)C(=O)Cc2ccccn2)Oc2cc(-c3ccc(C(=O)N(C)C)cc3)ccc2S1(=O)=O
→ nt, 13
> C[C@H](CO)N1C[C@H](C)[C@H](CN(C)C(=O)NC2CCCCC2)Oc2ccc(N(C)C)cc2CC1=O
→ -2, nt
> Cn1nnnc1SCC(=O)Nc1ccc2c(c1)OCCO2
→ 5, -6
> C[C@H](CO)N1C[C@H](C)[C@H](CN(C)C(=O)NC2CCCC2)Oc2ncc(-c3cc4ccccc4o3)cc2C1=O
→ 10, -7
> C/C=C/c1ccc2c(c1)O[C@H](CN(C)C(=O)c1ccccn1)[C@H](C)CN([C@@H](C)CO)S2(=O)=O
→ nt, 5
> C[C@@H]1CN([C@H](C)CO)C(=O)c2cccc(NC(=O)NC3CCCCC3)c2O[C@H]1CN(C)S(=O)(=O)c1ccc(Cl)cc1
→ nt, 0
> COc1ccc(CN(C)C[C@H]2Oc3ccc(NS(=O)(=O)c4ccc(OC)cc4)cc3C(=O)N([C@H](C)CO)C[C@H]2C)cc1
→ nt, 4
> CCCCCCCCCCCCC/C=C/[C@@H](O)[C@H](CO)NC(C)=O
→ -8, 7
> C[C@@]12C[C@]3(O)O[C@H](O1)C1(COC(=O)c4ccccc4)[C@H]3C[C@@]12O[C@@H]1O[C@H](COC(=O)c2ccccc2)[C@@H](O)[C@H](O)[C@H]1O
→ -1, -6
> COc1ccc(-c2cnc3c(c2)C(=O)N([C@@H](C)CO)C[C@@H](C)[C@@H](CN(C)Cc2cccnc2)O3)cc1
→ nt, 9

A portion of the library (hit frequency here may not be typical).
